# MazF activator: MazEF (E. coli) toxin RNase activation. 0.32% of 350,000 active. activation, % at 20 µM. FAM/BHQ RNA-DNA oligo cleavage fluorescence, 5 h. P0AE70. AID 504720; in the data active = activation above about 50%
# Target sequence (P0AE70 whole entry, looked up): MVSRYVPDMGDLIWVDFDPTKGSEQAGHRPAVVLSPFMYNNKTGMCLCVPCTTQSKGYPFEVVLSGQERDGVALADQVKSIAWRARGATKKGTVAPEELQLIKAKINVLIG
# PrPC surface inh: cell surface PrPC inhibition, primary TR-FRET screen; TR-FRET read-out; 0.43% of 370,000 active; P04156; inhibition, % at 13.8 µM; AID 720596; in the data active = inhibition above about 24%; also: 0% = median of the test wells and 100% = reference compound wells
# BoNT-A LC inh2: inhibitors of Botulinum neurotoxin A light chain protease; multiplex microsphere protease substrate cleavage, flow cytometry; inhibition, % at 10 µM; 0.17% of 360,000 active; also: plate controls were buffer without enzyme for full effect and enzyme alone for no effect
# Rv3671c protease: Rv3671c (M. tuberculosis) protease inhibition; AID 2606; 0.048% of 320,000 active; inhibition, % at 5.96 µM; P9WHR9; in the data active = inhibition above about 38%;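 also: extracellular domain of Rv3671c used as enzyme; 0% = enzyme with DMSO and 100% = no enzyme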
# Target sequence (P9WHR9 whole entry, looked up, the tested form may be a part): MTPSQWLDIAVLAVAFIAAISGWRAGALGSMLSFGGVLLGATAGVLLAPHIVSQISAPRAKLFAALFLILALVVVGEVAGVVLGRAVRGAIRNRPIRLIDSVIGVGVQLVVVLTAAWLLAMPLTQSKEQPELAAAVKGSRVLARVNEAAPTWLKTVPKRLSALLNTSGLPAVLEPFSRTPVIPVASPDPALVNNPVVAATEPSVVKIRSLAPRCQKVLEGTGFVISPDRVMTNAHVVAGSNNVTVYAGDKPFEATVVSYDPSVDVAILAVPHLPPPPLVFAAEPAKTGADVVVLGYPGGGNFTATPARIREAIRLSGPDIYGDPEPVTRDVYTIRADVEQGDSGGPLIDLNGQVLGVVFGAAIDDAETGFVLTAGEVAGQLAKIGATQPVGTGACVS
# 3CLpro inhibitor: SARS-CoV 3CLpro protease inhibition. P0C6X7. recombinant SARS-CoV 3CLpro, quenched FRET peptide cleavage. inhibition, % at 6 µM. 0.14% of 290,000 active; in the data active = inhibition above about 12%
# BoNT-F LC inh: inhibitors of Botulinum neurotoxin F light chain protease; Multiplex microsphere protease cleavage assay, flow cytometry; inhibition, % at 10 µM; 0.22% of 360,000 active; AID 588497; in the data active = inhibition above about 35%, passing the limit was not always enough; inconclusive = no clear call, values can overlap the other calls; also: plate controls were buffer without enzyme for full effect and enzyme alone for no effect
# VHR inh abs: blocks human VHR1 dual specificity phosphatase. recombinant VHR phosphatase, pNPP absorbance. inhibition, % at 13.3 µM. 0.52% of 290,000 active; in the data active = inhibition above about 50%; also: some compounds called inactive have numbers as strong as hits
# Target sequence (P51452 whole entry, looked up): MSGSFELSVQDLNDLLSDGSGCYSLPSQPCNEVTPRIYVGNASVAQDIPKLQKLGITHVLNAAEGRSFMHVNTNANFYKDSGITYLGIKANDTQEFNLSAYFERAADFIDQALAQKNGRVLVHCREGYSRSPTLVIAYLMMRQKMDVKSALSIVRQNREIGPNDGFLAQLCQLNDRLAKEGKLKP
# Anthrax LF prot: inhibitors of Bacillus anthracis lethal factor protease; P15917; multiplex microsphere protease cleavage assay, LF; inhibition, % at 10 µM; 0.12% of 360,000 active; also: plate controls were buffer without enzyme for full effect and enzyme alone for no effect
# SSB-PriA inh: blocks PriA binding to SSB C-terminal tail. AlphaScreen SSBct-PriA binding, biotinylated peptide. inhibition, % at 33 µM. 0.6% of 430,000 active. AID 1272365; in the data active = inhibition mostly above about 37%, no sharp cut-off; inactive = mostly below about 20%;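 also: plate controls were negative control peptide for no effect and reference peptide for full effect; strong numbers were not always called active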
# CCHF vOTU inh: CCHFV vOTU protease inhibition; Pep-AMC fluorescence; inhibition, % at 11.5 µM; 0.55% of 370,000 active; AID 651958; in the data active = inhibition above about 30%; also: 0% = vehicle wells with enzyme and 100% = no enzyme wells
# * marks the source's active call; other numbers are inactive results; ? = inconclusive; · = no result given. Rule as the data show it, unless noted: active = inhibition above about 30%; inconclusive = no clear call, values can overlap the other calls; inactive = below that. A portion of the library; rates above refer to the full screens.
SMILES,MazF activator,PrPC surface inh,BoNT-A LC inh2,Rv3671c protease,3CLpro inhibitor,BoNT-F LC inh,VHR inh abs,Anthrax LF prot,SSB-PriA inh,CCHF vOTU inh
O=C1C2C(C(=O)N1/N=C/c1ccco1)C1C=CC2C12CC2 (centres undefined),14,4,0.9,-5,-3,1,-15,-6,·,3
CCOc1ccc(-n2ccnc2SCC(=O)Nc2nnc(CC)s2)cc1,1,-2,0.1,-2,0,1,55*,-5,9,8
COc1ccc(C(=O)CSc2nccn2C)c(OC)c1,5,-2,3.1,·,-1,0,2,2,-11,10
Cc1ccc(OCC(=O)NCCCNC(=O)c2ccco2)cc1,12,4,-2.2,-3,4,3,11,-2,-1,4
O=C1OCCC1Sc1nnc(-c2ccc(F)cc2)n1Cc1ccccc1 (centres undefined),2,-3,0.3,9,0,2,-4,0,0,-11
Cc1nc2sccn2c(=O)c1S(=O)(=O)NCCc1ccccc1,2,4,0.0,-4,-4,-2,6,-6,-10,-2
O=C(NCC1CCCO1)/C(=C/c1ccccc1F)NC(=O)c1ccccc1 (centres undefined),8,12,-3.9,4,1,-29,-5,4,-17,1
Cc1cccc(C(=O)NC2CCN(CC(=O)NCc3ccccc3F)CC2)c1,-2,-1,2.3,3,0,-1,39,2,6,7
COc1cc2c(cc1OC)C1=CC(=O)C(=O)N1C(C)(C)C2,55*,-4,1.3,-43,-1,-1,30,1,-18,10
COc1ccc(NC2=C(C(C)=O)C(c3ccccc3)C(C(C)=O)C(C)(O)C2)cc1 (centres undefined),8,8,-1.0,1,4,-10,45,-9,5,-4
Cn1c(=N)n(CC(=O)c2ccc(Br)s2)c2ccccc21,16,-6,0.6,-4,-3,12,42,-1,-15,2
Cc1ccc(S(=O)(=O)N2CCOCC2)cc1NC(=O)CN1C(=O)NC2(CCCC2)C1=O,10,-3,-0.3,2,·,-5,·,-8,-12,0
O=C1OC(c2ccccc2)C2(CCCC2)C(=O)C12CCCC2 (centres undefined),-2,0,·,-5,7,·,-2,·,3,-5
Cc1ccc2c(c1)C1CN(C)CCC1N2C(=O)Cc1cccs1 (centres undefined),5,-5,1.6,1,0,-7,12,-2,-7,-14
O=C(CN(C(=O)CNC(=O)c1ccco1)c1ccc2c(c1)OCCO2)NC1CCCC1,0,0,-2.1,-9,-2,-10,4,-1,-2,5

# Retrieved one by one from above (3):
SMILES,MazF activator,PrPC surface inh,BoNT-A LC inh2,Rv3671c protease,3CLpro inhibitor,BoNT-F LC inh,VHR inh abs,Anthrax LF prot,SSB-PriA inh,CCHF vOTU inh
O=C1OCCC1Sc1nnc(-c2ccc(F)cc2)n1Cc1ccccc1 (centres undefined),2,-3,0.3,9,0,2,-4,0,0,-11
O=C(NCC1CCCO1)/C(=C/c1ccccc1F)NC(=O)c1ccccc1 (centres undefined),8,12,-3.9,4,1,-29,-5,4,-17,1
Cc1nc2sccn2c(=O)c1S(=O)(=O)NCCc1ccccc1,2,4,0.0,-4,-4,-2,6,-6,-10,-2

# Later entries
SMILES,MazF activator,PrPC surface inh,BoNT-A LC inh2,Rv3671c protease,3CLpro inhibitor,BoNT-F LC inh,VHR inh abs,Anthrax LF prot,SSB-PriA inh,CCHF vOTU inh
Cc1ccn2cc(-c3cccc(NC(=O)c4ccccc4)c3)nc2c1,5,-1,-0.3,-8,-6,1,8,-1,6,1
C/C(=N/NC(=O)C(C)n1nc(C)c([N+](=O)[O-])c1C)c1ccc(OCC(N)=O)cc1 (centres undefined),-3,3,-0.3,1,-2,0,12,-10,·,-12
O=C(NCCc1ccc(Cl)cc1)C1CCN(S(=O)(=O)N2CCCCC2)CC1,-8,·,0.1,1,-2,-1,26,-2,-5,·
CN/C(=C\[N+](=O)[O-])NCCSCc1ccc(CN(C)C)o1,-11,4,-0.9,3,·,-20,·,4,-4,1
O=C(COc1ccc(Br)cc1)N1CCOCC1,-16,1,-0.2,6,0,-3,0,0,-7,-3
C=C(C1=CCN(S(=O)C(C)(C)C)[C@@H]1CCO)c1ccccc1 (some centres undefined),-14,3,-0.3,·,·,-7,·,-4,0,2
O=C(N/C(=C/c1ccccc1Cl)C(=O)N1CCOCC1)c1ccccc1,3,4,-2.0,5,·,3,·,-1,-6,-5
C=CCn1c(SCC(=O)N(C)C2CCCCC2)nnc1C1CC1,2,3,1.8,-2,·,-1,·,2,2,1
CC1=Nc2cccc([N+](=O)[O-])c2NC(=O)C1,4,-24,-0.1,·,-3,-7,37,1,-1,9
Cc1onc(-c2c(F)cccc2Cl)c1C(=O)OCn1nnc2ccccc2c1=O,1,-8,0.4,0,3,-38,1,-1,13,4
CN(C)/C=C/C(=O)c1cccc([N+](=O)[O-])c1,1,-2,-0.7,3,-1,1,17,-4,-9,7
CCCCn1c(=O)[nH]c(=O)c2c1nc(-c1ccc(-c3ccccc3)cc1)n2C,-67,2,0.7,-3,3,5,7,2,-12,-16
COc1ccc(S(=O)(=O)NCc2ccco2)cc1NC(=O)c1ccccc1,3,0,1.1,-7,-8,-13,12,2,0,5
OCc1cn(-c2ccccc2)nc1-c1ccc(Br)cc1,-5,19,-3.0,-3,1,?,15,18,-28,13
Cc1ccccc1C(=O)Nc1ccnn1C1CCN(Cc2cnn(C)c2)CC1,2,-10,0.2,-2,-1,4,14,3,1,4
CCCCCCNc1nc(Cl)nc(NC(C)(C)CO)n1,1,-4,?,1,-3,?,8,-2,-9,16
Cn1nc(C(=O)Nc2sc3c(c2C#N)CCCC3)ccc1=O,-34,-5,-0.1,1,4,2,-5,-2,-6,-4
CCOC(=O)c1cccc(NC(=O)CSc2nnc(-c3cccnc3)n2C)c1,-4,-2,-0.1,2,-7,-4,5,1,-3,-10
Cc1nc(C)c(C(=O)OCC(=O)NCCc2ccc(S(N)(=O)=O)cc2)s1,12,4,-0.2,-1,·,-6,·,1,4,11
CC(C)(O)CCc1c(-c2ccc(O)cc2O)oc2c3c(cc(O)c2c1=O)OC(C)(C)C=C3,-3,5,-0.2,-3,·,-8,·,-4,10,8
CCS(=O)c1ccccc1C(=O)O (centres undefined),-4,-1,0.0,-5,-6,2,1,-4,-10,0
CCN1CCN(CC(=O)c2c(C)n(Cc3ccccc3)c3ccc(OC)cc23)CC1,7,-6,-0.3,-1,5,-10,38,4,5,6
Cc1cc(C)c(NC(=O)COC(=O)c2c(C)noc2C)c(Cl)c1,3,-7,-1.5,10,·,0,·,-5,-5,0
COc1ccc(C(CNC(=O)COc2ccccc2C)N2CCCC2)cc1 (centres undefined),2,7,2.1,3,-3,6,13,-1,4,-3
CCCNC(=O)CC1Sc2ccccc2NC1=O (centres undefined),0,-8,-0.3,-2,2,-2,23,-1,-11,-3
O=c1[nH][nH]c2c1C(C1CCCCC1)OC(C1CCCCC1)C2 (centres undefined),·,-3,0.4,·,·,-8,·,1,·,11
CSc1nc(-c2ccco2)cc(-c2ccccc2)c1C#N,-2,1,1.3,-10,-1,-1,25,-2,-7,6
C=C(C)C1CC=C(C)/C(=N/NC(=O)c2ccccc2[N+](=O)[O-])C1 (centres undefined),-11,-8,-1.5,1,3,-7,27,-10,·,10
CCC(C)NC(=O)C1CCCN1S(=O)(=O)c1ccc(Cl)cc1 (centres undefined),-2,0,-0.2,-1,-3,3,-5,-2,-3,-5
COc1cccc(/C=N/Nc2ccc(S(=O)(=O)O)cc2)c1O,-4,-1,-0.3,-2,1,-1,21,-4,·,1

# Gathered by group: those above containing two or more sulfur atoms.
SMILES,MazF activator,PrPC surface inh,BoNT-A LC inh2,Rv3671c protease,3CLpro inhibitor,BoNT-F LC inh,VHR inh abs,Anthrax LF prot,SSB-PriA inh,CCHF vOTU inh
CCOc1ccc(-n2ccnc2SCC(=O)Nc2nnc(CC)s2)cc1,1,-2,0.1,-2,0,1,55*,-5,9,8
Cc1nc2sccn2c(=O)c1S(=O)(=O)NCCc1ccccc1,2,4,0.0,-4,-4,-2,6,-6,-10,-2
Cc1nc(C)c(C(=O)OCC(=O)NCCc2ccc(S(N)(=O)=O)cc2)s1,12,4,-0.2,-1,·,-6,·,1,4,11

# Going on with the list.
SMILES,MazF activator,PrPC surface inh,BoNT-A LC inh2,Rv3671c protease,3CLpro inhibitor,BoNT-F LC inh,VHR inh abs,Anthrax LF prot,SSB-PriA inh,CCHF vOTU inh
CSCC[C@H](NC(=O)Nc1ccc(C)cc1C)C(=O)O,-1,1,-0.5,-3,1,2,14,4,-1,-1
CCn1cc(CN2CCC(C(=O)Nc3cccc(-c4cccc(Cl)c4)c3)CC2)cn1,11,-11,-1.3,-7,2,4,27,-2,2,4
COc1cccc(NC(=O)N2CCC(NC(=O)C(Cc3ccccc3F)NC(C)=O)CC2)c1 (centres undefined),-5,-8,-0.8,-5,0,9,-29,3,4,1
CC1CCN(C(=O)COC(=O)c2ccc(F)c(S(=O)(=O)N3CCOCC3)c2)CC1,0,4,-0.5,-4,1,-3,0,-4,-5,8
CC1CC(NC(=O)/C(C#N)=C/c2ccc[nH]2)CC(C)(C)C1 (centres undefined),0,-11,-1.2,13,0,6,9,-4,7,5
COCCNC(=O)c1onc(CSc2nc3ccccc3[nH]2)c1C(=O)NCCOC,6,10,-0.2,-2,0,-11,29,0,9,2
CCc1cc2c(-c3ccccc3)cc(=O)oc2cc1OCC(C)=O,-8,-4,0.8,-5,1,-11,10,-2,-8,-2
CN(CC(=O)N1CCCCCC1)S(=O)(=O)c1ccc(Br)s1,-2,-6,·,1,3,·,-31,·,-10,3
COC(=O)c1cccc(NC(=O)CSCc2ccccc2)c1,-1,-1,-3.0,1,3,-65,-2,-6,-8,7
Cc1cc(NC(=O)C2CCCCC2)ncc1NC(=O)c1ccccn1,-4,0,0.3,1,-2,-4,62,0,-11,-1
COc1ccc(S(=O)(=O)N2CCCCC2c2cc(C(=O)Nc3ccccc3)no2)cc1 (centres undefined),·,7,0.2,·,·,-3,·,-4,·,18
Cc1cc(Cl)ccc1NC(=S)NCc1ccc(S(N)(=O)=O)cc1,5,-5,-0.3,4,4,-3,3,-1,-4,-7
c1ccc(Cn2c(NCc3ccncc3)nc3ccccc32)cc1,1,1,-0.3,1,-1,-2,8,-4,-6,-16
c1ccc(N/N=C(\Cc2ncc[nH]2)c2ccccc2)cc1,14,-1,-0.8,-2,-1,-9,15,-2,·,13
O=c1[nH]c(C2CCCN(S(=O)(=O)c3cccc(F)c3)C2)nc2c1nnn2Cc1ccccc1 (centres undefined),2,3,-3.2,-7,-1,-5,-8,1,3,12
CCc1nnc(NC(=O)CSc2nnc(COc3ccc(C)cc3)n2-c2ccccc2)s1,14,1,-0.4,0,-2,10,-6,-1,-11,-16
CC(C)(C)NC(=O)C(=O)NCc1ccncc1,-6,2,-0.8,-6,4,-3,12,-1,15,-3
CN(C(=O)COC(=O)c1cc(S(=O)(=O)N2CCOCC2)ccc1Cl)C1CCS(=O)(=O)C1 (centres undefined),0,6,·,3,·,·,·,·,1,-3
O=C(Nc1ccc(OCC(F)(F)C(F)F)c(C(F)(F)F)c1)c1ccccc1O,3,-5,-0.8,-108,13*,-18,6,-6,-25,19
COC(CN(C)C(=O)c1cn(C)c2ccc(S(=O)(=O)N(C)C3CCCCC3)cc2c1=O)OC,8,-2,-2.3,-3,2,-6,23,1,6,19
CCC(C)Sc1nc2c(cnn2-c2ccc(F)cc2)c(=O)[nH]1 (centres undefined),4,2,4.7,-10,-9,10,24,-5,5,3
CC(C)C(=O)NC(=S)N1CCc2ccccc21,-4,8,0.7,-14,5,-2,-14,1,-5,21
CCOc1ccc(-c2cc(C(=O)N/N=C(\C)c3cccnc3)c3ccccc3n2)cc1,2,3,-2.7,-48,-7,-3,10,1,·,2
CSc1ccc(/C=N/NC(=O)c2cccc(Cl)c2)cc1,5,1,-0.6,-7,7,-1,27,1,·,7
O=CNc1cc(-c2ccoc2)cn2c(-c3ccc(F)cc3)cnc12,·,-6,0.7,·,·,3,·,-1,·,-1
O=C(N[C@@H](c1ccccc1)[C@H](O)c1ccccc1)[C@@H]1CCCN1C(=O)OCc1ccccc1,-1,5,-0.4,5,·,-5,·,-6,-7,3
O=[N+]([O-])c1ccc(S(=O)(=O)NCCCc2ccccc2)cc1,9,-9,·,5,·,·,·,·,3,12
CN(Cc1ccccc1)C(=O)c1[nH]cnc1C(=O)Nc1ccc(Br)cc1F,3,-2,-0.1,·,·,3,·,-6,·,10

# Source: PubChem
